DUSP1 inh = blocks human MKP-1 phosphatase activity; P28562; recombinant MKP-1, OMFP hydrolysis fluorescence; inhibition, %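 (compounds tested at a single concentration somewhere between 10 and 100 µM)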; actives 0.15% (n = 65,000);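 active = inhibition above about 50%, limit read from the data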;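 note: 0% = DMSO max control wells and 100% = wells with enzyme stopped by NaOH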
Ec RNAP inh = inhibitors of Escherichia coli RNA polymerase | E. coli RNA polymerase, fluorescence transcription assay | actives 0.2% (n = 62,000) | inhibition, %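 (tested at 10 µM)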; in the data active = inhibition above about 20%;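 note: 0% = enzyme without compound and 100% = no enzyme blank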
Hsp90 inh = displaces geldanamycin probe from tumor Hsp90; NCI-N417 lysate Hsp90, Cy3B-geldanamycin FP displacement; inhibition, % at 30 µM; actives 0.35% (n = 64,000); AID 429;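 active = inhibition above 50%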;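 note: 0% = tracer plus lysate wells and 100% = tracer alone without lysate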
CatB block = human cathepsin B inhibition. P07858. purified cathepsin B, fluorogenic substrate, fluorescence. inhibition, %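 (tested at 10 µM)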. actives 0.1% (n = 63,000). AID 453; in the data active = inhibition above about 21%;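 note: 0% = enzyme with no compound and 100% = no enzyme blank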
D1 allo mod = D1 dopamine receptor (human) allosteric modulation; B-score at 10 µM; AID 641; actives 5.9% (n = 58,000); HEK293 D1, CRE-luciferase, dopamine EC30 potentiation; actives deviate in either direction;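 active = luminescence count or its row- and column-corrected plate score outside the 99.7% band of the plate's sample wells, on either side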
Target sequence (P21728 whole entry, looked up): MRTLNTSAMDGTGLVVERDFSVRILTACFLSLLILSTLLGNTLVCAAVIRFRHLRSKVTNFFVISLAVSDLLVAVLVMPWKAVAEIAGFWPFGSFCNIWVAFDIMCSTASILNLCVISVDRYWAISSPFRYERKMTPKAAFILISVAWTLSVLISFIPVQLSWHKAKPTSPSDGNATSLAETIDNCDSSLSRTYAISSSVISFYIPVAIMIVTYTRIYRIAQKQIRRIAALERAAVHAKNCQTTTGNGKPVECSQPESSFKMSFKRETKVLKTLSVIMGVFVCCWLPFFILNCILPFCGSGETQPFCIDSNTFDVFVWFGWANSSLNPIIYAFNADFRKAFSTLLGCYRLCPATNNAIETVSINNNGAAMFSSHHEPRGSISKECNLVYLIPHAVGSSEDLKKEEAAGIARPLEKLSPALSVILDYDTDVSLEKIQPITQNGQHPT
AP complement = alternative pathway complement inhibition, orthogonal assay; AID 1235; actives 0.08% (n = 62,000); inhibition, % at 5 µM; Human serum alternative complement pathway, LPS-coated ELISA, C3 deposition; tested in compound mixtures;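 active = inhibition above 30% in each of the two pooled mixtures holding the compound, so the lower value exceeds 30%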;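 note: 0% = serum in Mg-EGTA without compound and 100% = EDTA serum blank; some compounds past the cut are filed as inactive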
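Test system – human serum alternative complement pathway, C3 deposition on LPS-coated wells · Buffer or medium – diluted human serum in Mg2+-EGTA GVB++ · Compound dosing – 5 µM each compound, pools of ten, 50 µM per pool · Schedule – 1 h serum-compound exposure at 37 °C · Measured by – Anti-C3 ELISA, OD 450 nm · Read-out basis – percent inhibition of C3 deposition onto LPS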
Ecoli tolC = blocks growth of E. coli BW25113 tolC mutant. growth inhibition, % at 10 µM (by protocol). actives 2.2% (n = 65,000). AID 573. OD615;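 active = growth inhibition at or above a cutoff equal to the mean over every tested compound plus 3 SD, cut at about 60% in these data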;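 note: growth measured after 20 h incubation at 37 °C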
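Test system – E. coli BW25113 ΔtolC::kan, tolC deletion mutant strain · Detection – OD at 615 nm · Buffer or medium – LB with kanamycin 50 µg/mL · Times – 20 h compound exposure of bacteria at 37 °C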
Cdc25B inh = human M-phase inducer phosphatase 2 inhibition; P30305; recombinant Cdc25B, OMFP fluorescence Ex485/Em525; inhibition, %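 (compounds tested at 10 µM final in the well)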; actives 0.1% (n = 65,000); AID 368; in the data active = inhibition above about 50%
Target sequence (P30305 whole entry, looked up): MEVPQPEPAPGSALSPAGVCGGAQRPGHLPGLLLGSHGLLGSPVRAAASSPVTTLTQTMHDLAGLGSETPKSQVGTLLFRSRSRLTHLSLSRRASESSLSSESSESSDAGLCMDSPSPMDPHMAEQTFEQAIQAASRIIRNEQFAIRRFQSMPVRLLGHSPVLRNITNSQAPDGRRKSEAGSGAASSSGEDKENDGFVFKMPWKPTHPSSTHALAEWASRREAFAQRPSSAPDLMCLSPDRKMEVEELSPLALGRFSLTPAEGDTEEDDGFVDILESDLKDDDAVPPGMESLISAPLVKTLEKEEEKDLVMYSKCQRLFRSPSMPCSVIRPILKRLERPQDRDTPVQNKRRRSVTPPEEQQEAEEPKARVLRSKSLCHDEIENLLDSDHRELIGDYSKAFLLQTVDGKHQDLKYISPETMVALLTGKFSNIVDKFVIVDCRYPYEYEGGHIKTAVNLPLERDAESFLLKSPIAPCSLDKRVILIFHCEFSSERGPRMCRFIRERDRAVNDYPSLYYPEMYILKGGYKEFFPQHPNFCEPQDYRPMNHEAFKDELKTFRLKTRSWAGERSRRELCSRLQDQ
CatB mixtures = human cathepsin B inhibition by mixtures | P07858 | inhibition, %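 (ten-compound pools at 5 µM per compound and 50 µM total)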 | Purified cathepsin B, AMC dipeptide fluorescence, compound mixtures | actives 0.06% (n = 62,000) | AID 488; in the data active = inhibition above about 22%, passing the limit was not always enough;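 note: 0% = enzyme without compound and 100% = no enzyme blank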
* marks the source's active call; other numbers are inactive results; · = not tested or not shown.

SMILES | DUSP1 inh | Ec RNAP inh | Hsp90 inh | CatB block | D1 allo mod | AP complement | Ecoli tolC | Cdc25B inh | CatB mixtures
O=C(CN1CCC(n2nnc3cc(C(F)(F)F)ccc32)CC1)Nc1ccc2c(c1)OCCO2 | 14 | 0 | -3 | -2 | 0.02 | 10 | 13 | -10 | 3
Oc1cccc(-c2nc3ccccc3s2)c1 | -1 | 1 | 0 | 7 | -8.7* | 18 | 42 | -3 | 7
COc1cccc(C2=N/C(=C\N(C)C)C(=O)O2)c1 | 9 | 3 | -5 | 3 | -0.21 | 10 | -17 | 1 | 4
CC(NC(=O)c1nn(C)c(=O)c2ccccc12)c1ccc(F)cc1 (stereo not drawn) | -3 | 0 | -1 | -5 | 2.7 | 3 | 9 | -7 | -1
O=C(O)CCSc1nc2ccccc2s1 | -1 | 7 | 1 | 6 | -6.5* | 17 | 3 | -14 | 2
COCc1nnc(NC(=O)c2cccs2)s1 | -5 | · | -6 | 1 | -0.14 | -2 | -8 | -3 | 0
CCN(CC)CCN1C(=O)C(=O)/C(=C(/O)c2ccc(OCC(C)C)cc2)C1c1ccncc1 (stereo not drawn) | -4 | 4 | -1 | 2 | -0.41 | -5 | -25 | 7 | 2
C/C=C/Cn1c(SC)nc2c1c(=O)[nH]c(=O)n2C | 21 | 3 | 0 | 10 | -0.78 | -17 | 12 | 3 | -5
Cc1cc(C)cc(N(C(=O)c2ccc3c(c2)OCO3)C2C=CS(=O)(=O)C2)c1 (stereo not drawn) | 2 | 0 | 2 | 3 | · | 10 | 1 | -14 | -1
CCOC(=O)c1[nH]c2ccccc2c1NC(=O)c1ccc2c(c1)OCO2 | 7 | 5 | -2 | 1 | 1.5 | 8 | -15 | 8 | 1
Cc1ccc(CNC(=O)C(OC(=O)c2ccco2)C(C)C)cc1 (stereo not drawn) | 7 | 5 | 0 | 4 | -0.37 | 12 | -4 | -14 | 0
Cc1c(C(=O)NCCN2CCOCC2)oc2ccc(S(=O)(=O)N3CCCCCC3)cc12 | 13 | 7 | · | -1 | -0.59 | 12 | 14 | -13 | 0
COc1ccccc1NC(=O)CSc1nnc(-c2ccccc2)o1 | -9 | -1 | -2 | 2 | 0.038 | -3 | 10 | -52 | -4
COc1cccc(NC(=O)COC(=O)c2ccco2)c1 | 0 | 0 | 3 | -1 | 0.82 | 7 | -6 | -8 | 2
CCN1CCC(NC(=O)c2cc(OC)c(OC)cc2OC)CC1 | 3 | 7 | -15 | 2 | 0.45 | 7 | -6 | -9 | -2

Next section (5 carried over from the part before).
SMILES | DUSP1 inh | Ec RNAP inh | Hsp90 inh | CatB block | D1 allo mod | AP complement | Ecoli tolC | Cdc25B inh | CatB mixtures
Cc1ccc(CNC(=O)C(OC(=O)c2ccco2)C(C)C)cc1 (stereo not drawn) | 7 | 5 | 0 | 4 | -0.37 | 12 | -4 | -14 | 0
Cc1c(C(=O)NCCN2CCOCC2)oc2ccc(S(=O)(=O)N3CCCCCC3)cc12 | 13 | 7 | · | -1 | -0.59 | 12 | 14 | -13 | 0
COc1ccccc1NC(=O)CSc1nnc(-c2ccccc2)o1 | -9 | -1 | -2 | 2 | 0.038 | -3 | 10 | -52 | -4
COc1cccc(NC(=O)COC(=O)c2ccco2)c1 | 0 | 0 | 3 | -1 | 0.82 | 7 | -6 | -8 | 2
CCN1CCC(NC(=O)c2cc(OC)c(OC)cc2OC)CC1 | 3 | 7 | -15 | 2 | 0.45 | 7 | -6 | -9 | -2
COCCNC(=O)C(OC(=O)c1cccs1)c1ccccc1 (stereo not drawn) | 0 | 4 | -2 | 3 | 0.47 | 0 | -12 | -9 | 5
C1CCCN(CCCCN2CCCCCC2)CC1 | -11 | 7 | 4 | 9 | · | 9 | 14 | -7 | 2
CCn1c(SCC(=O)N2CCN(c3ccc(F)cc3)CC2)nc2ccccc2c1=O | 17 | 0 | -6 | 2 | -1.4 | 13 | 12 | -3 | 2
O=C(Oc1cccnc1)c1cccc(Cl)c1 | 10 | 2 | -3 | -2 | 0.05 | 5 | 3 | -4 | -1
O=C(CCCCCN1C(=O)c2ccccc2C1=O)NCCc1nc2ccccc2[nH]1 | -6 | -2 | 0 | -1 | -0.082 | 6 | 11 | -5 | -1
COC(=O)c1ccc(-c2nn(C)c(=O)c3ccccc23)cc1 | 0 | 4 | 2 | 1 | 1.1 | 16 | -2 | 5 | 19
Cn1c(=O)c2c(SCC(=O)N3CCOCC3)nc(CC(C)(C)C)nc2n(C)c1=O | 14 | 11 | -1 | 3 | 0.15 | 1 | 4 | -6 | -1
Cc1cc(=O)n2c(c1C#N)SC1CCCCC12O (stereo not drawn) | 4 | 4 | 1 | 0 | 2.7 | 11 | -3 | -9 | 1
COc1cc(-c2nnc(SCC#CCO)o2)cc(OC)c1OC | -8 | 3 | -3 | -3 | 1.6 | 10 | -1 | 0 | 4
COc1ccc(-c2noc(Cc3ccccc3OC)n2)cc1 | -2 | 3 | 0 | 4 | 1.3 | 10 | 43 | -2 | 2
CCOC(=O)c1c(C)cccc1OCC(N)=O | -12 | · | -1 | -3 | · | · | 8 | 4 | ·
COCCn1nnnc1C(c1ccc2ncccc2c1)N1CCN(c2ccccc2F)CC1 (stereo not drawn) | 10 | 11 | -4 | 2 | 0.17 | 0 | -14 | 0 | 4
N#C/C(=C/N1CCOCC1)c1ccccc1 | 18 | 10 | -2 | 5 | 1.1 | 1 | -14 | -12 | -2
Cc1ccc(C(C(=O)NC2CCCCC2)N(C(=O)c2csnn2)C2CC2)o1 (stereo not drawn) | 1 | 8 | 0 | 4 | 0.071 | 5 | -14 | -3 | 5
Cc1ccc(-c2nnn(CC(=O)N(Cc3ccco3)C(C(=O)NC(C)(C)C)c3cccs3)n2)o1 (stereo not drawn) | 16 | 5 | -3 | 1 | -0.83 | 3 | 74* | 7 | -9
CCCn1c(SCC(=O)Nc2ccccc2C(=O)OC)nc2c1c(=O)n(C)c(=O)n2C | 9 | 8 | -4 | -6 | 8.5* | 9 | 13 | -13 | 6
Cn1c(CNc2nc(-c3ccccc3)cs2)nnc1SCC(=O)N1CCc2ccccc21 | 24 | 5 | -1 | 6 | 0.98 | -10 | 15 | 2 | 4
O=C(c1ccccc1)N1CCn2c(nc3ccccc32)C1 | 5 | 0 | -5 | 4 | -0.58 | 19 | -16 | -9 | 2
CCOc1ccc(-n2c(SCC(=O)Nc3ccc(OC)cc3OC)nc3c(c2=O)SCC3)cc1 | 4 | -1 | -13 | -2 | 0.91 | 18 | -2 | 9 | 5
CCCCCC(=O)OC(CN1CCCCC1)CN1CCCC1=O (stereo not drawn) | -5 | 8 | -3 | 0 | 0.78 | 2 | -17 | -25 | -4
Cn1cccc1C(C(=O)NC1CCCCC1)N(C(=O)Cc1cccs1)c1ccc2c(c1)OCCO2 (stereo not drawn) | 9 | 9 | 0 | 4 | · | 12 | -29 | -3 | 4
CN(C)Cc1c(O)ccc2oc(Cc3ccccc3)cc12 | -7 | 9 | -1 | 0 | -1.1 | 14 | -4 | -13 | 4
CCOC(=O)Nc1cc(C)c(Cl)cc1OC | 5 | 3 | -1 | -5 | 1.6 | 15 | 0 | -14 | 3
CCN(CC)C(=O)c1sc2nc(-c3ccccn3)[nH]c(=O)c2c1C | 21 | 8 | 1 | 0 | -0.51 | 3 | 12 | -14 | -1
CC1(C)CC(=O)C=C(N=CC2=C(O)CC(C)(C)CC2=O)C1 | -7 | 13 | -2 | 1 | · | · | -3 | 14 | ·
CCOc1ccc(OCC)c(NC(=O)C2CCCN(c3ncccn3)C2)c1 (stereo not drawn) | -3 | 5 | 1 | 8 | -0.32 | 6 | 5 | -14 | 3
Cc1cc(Nc2ncc(Cl)cc2Cl)n[nH]1 | 19 | 7 | -3 | 4 | -0.18 | 3 | 6 | -5 | 5
COc1cccc(C2CC(c3cccc(Br)c3)n3nc(N)nc3N2)c1 (stereo not drawn) | 5 | 7 | -4 | -2 | 9.3* | 17 | 13 | -1 | 1
CCCCCC(=O)Nc1cccc(-c2nc3ncccc3o2)c1 | 37 | 7 | -4 | -2 | -0.2 | 10 | 8 | 0 | 7
Cc1cc(C)nc(NC(=O)c2c(-c3ccccc3Cl)noc2C)n1 | 5 | 0 | -9 | -6 | -0.65 | 23 | 2 | 6 | 6
CCC1=NC(c2ccccc2Cl)N(O)C1(C)C (stereo not drawn) | -4 | 10 | 2 | 2 | -0.5 | 2 | -4 | -10 | 0
CCOC(=O)CC(=O)CSc1[nH]c(=O)cc(C)c1C#N | -7 | 6 | -5 | -4 | -0.14 | 13 | 7 | -14 | 0
CC(NC(=O)c1ccccc1NC(=O)c1ccco1)C(=O)O (stereo not drawn) | -8 | 11 | -4 | 4 | 0.85 | -3 | -33 | -3 | 6
Cc1nn(-c2ccccc2)c2sc(C(=O)OCN3C(=O)c4ccccc4C3=O)cc12 | 4 | 7 | -1 | 4 | 5.3* | 0 | 1 | -2 | -4
CCOC(=O)C1CCN(c2c(NCCCN(CC)Cc3ccccc3)c(=O)c2=O)CC1 | 18 | -1 | -2 | 2 | 0.8 | 9 | -10 | -4 | 2
COCc1nnc(NC(=O)c2ccco2)s1 | -4 | -1 | -10 | 10 | 0.46 | 26 | 9 | -6 | 3
O=C(O)c1ccc(-c2ccccc2Cl)o1 | 24 | 1 | -2 | 1 | 0.042 | 10 | -12 | 2 | 4
Cc1ccc(C(=O)CSc2nnc(-c3ccccc3)n2-c2ccccc2)o1 | 11 | · | -9 | · | 0.66 | · | -10 | 2 | ·
O=C(O)c1ccccc1COc1ccccc1Cl | 2 | · | -1 | -5 | -0.12 | 16 | 12 | 1 | 4
CCC1SC2=NC(C)=C(C(=O)OC)C(c3ccc(C(=O)OC)cc3)N2C1=O (stereo not drawn) | -3 | 10 | · | -2 | · | 13 | 17 | -9 | 2
CC(=O)NC(CCS(C)(=O)=O)C(=O)Nc1nc(C)cs1 (stereo not drawn) | 3 | · | 1 | · | -0.053 | · | 6 | -3 | ·
Cc1ccc2cc3cc(C(=O)N(C)C4CCCCC4)oc3nc2c1 | 25 | -10 | 0 | 4 | -3.5* | 8 | 16 | 0 | 0
O=C(Nc1ccc(N2C(=O)C3C4C=CC(C4)C3C2=O)cc1)Nc1cccnc1 (stereo not drawn) | -5 | 3 | 2 | -2 | -0.58 | 6 | -4 | -16 | -2
CCOC(=O)c1c(NC(=O)c2cccs2)sc2c1CCN(C(=O)OCC)C2 | 17 | 2 | -3 | -2 | 1.1 | 6 | -5 | -5 | 3
COc1cc(CNCCC2CCOC(C)(C)C2)ccc1O (stereo not drawn) | -13 | 5 | -3 | 6 | 0.27 | -1 | -9 | -7 | 3
COc1ccc(-c2cn3c(C)c(C(=O)N4CCc5ccccc5C4)sc3n2)cc1 | 7 | 8 | -2 | 1 | · | 2 | 28 | -10 | -1
COc1ccccc1CNC(=O)C1CCCN(S(C)(=O)=O)C1 (stereo not drawn) | 11 | 11 | 0 | 5 | -0.5 | 8 | -12 | -9 | 2
CCCS(=O)(=O)c1c(S(=O)(=O)CCC)c2c(N)cccn2c1C(=O)c1ccc(F)cc1 | 15 | 3 | -8 | 0 | 1.5 | 13 | 2 | 13 | -1
Cc1noc(C)c1S(=O)(=O)N1CCC(C(=O)N2CCN(C(=O)c3ccco3)CC2)CC1 | 21 | 13 | -1 | 1 | -0.22 | 7 | -28 | -3 | 1
Nc1c(Br)cc(Br)c(N2CCCC2=O)c1Br | -3 | 11 | 0 | 2 | -0.018 | 0 | -3 | 2 | -1

Screening data: PubChem BioAssay, several laboratories

This is a random part of the collection. About 7.6% of those tested had a hit in this group.
